Bioassay records as filed in PubChem.
D1 antagonist – human D1 dopamine receptor antagonism. P21728. HEK293 TREx D1 cells, calcium flux, dopamine EC80; hits give low values. activity change, negative = inhibition, % at 10 µM. 360,000 compounds, 3.2% hits; in the data active = activity change below about -30%; note: % is set by controls: 0 for no effect and ±100 for the full control effect
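HEK293 T-REx cells expressing inducible, force-coupled D1 receptor; no-wash Ca dye, 30–90 min RT. Cmpd → 180 s read at 1 Hz → EC80 DA → 180 s read.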
RXFP1 ag – activates the human relaxin receptor RXFP1. 370,000 compounds, 0.3% hits. Q9HBX9. Potency, µM (series often up to 57.5 µM), without a hit: at the top dose activation, most hits filed as activators. AID 2676. HEK293T-RXFP1 cAMP TR-FRET, 30 min; response scale: percent of porcine relaxin response, buffer zero; note: potency is the fitted concentration of half-maximal effect; % is set by controls: 0 for no effect and ±100 for the full control effect; nearly all actives have a fitted effect of over 60% in size; many of its hits are not listed in these tables
Target sequence (Q9HBX9 whole entry, looked up): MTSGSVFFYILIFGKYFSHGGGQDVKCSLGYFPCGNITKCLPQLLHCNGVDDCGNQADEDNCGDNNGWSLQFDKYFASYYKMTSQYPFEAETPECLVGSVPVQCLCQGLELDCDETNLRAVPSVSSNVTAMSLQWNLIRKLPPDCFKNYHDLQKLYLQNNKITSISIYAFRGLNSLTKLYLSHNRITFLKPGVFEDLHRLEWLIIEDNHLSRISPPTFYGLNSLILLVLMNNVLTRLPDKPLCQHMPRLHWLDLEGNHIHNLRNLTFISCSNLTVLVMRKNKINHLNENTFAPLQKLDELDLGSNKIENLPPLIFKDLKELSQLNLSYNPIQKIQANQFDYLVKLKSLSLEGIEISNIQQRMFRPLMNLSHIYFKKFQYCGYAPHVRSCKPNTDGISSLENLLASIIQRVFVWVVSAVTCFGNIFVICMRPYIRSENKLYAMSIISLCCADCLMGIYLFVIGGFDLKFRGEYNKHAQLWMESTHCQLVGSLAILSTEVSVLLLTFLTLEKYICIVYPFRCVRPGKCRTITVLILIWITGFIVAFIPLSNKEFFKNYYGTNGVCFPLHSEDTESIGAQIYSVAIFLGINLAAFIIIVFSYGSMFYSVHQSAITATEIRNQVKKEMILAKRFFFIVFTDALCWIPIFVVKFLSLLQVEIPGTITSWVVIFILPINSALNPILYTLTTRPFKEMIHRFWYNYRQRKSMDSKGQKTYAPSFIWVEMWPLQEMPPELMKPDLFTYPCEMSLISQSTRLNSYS
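HEK293 cells stably expressing RXFP1, treated 30 min at 37C with compounds plus PDE4 inhibitor Ro 20174; cAMP measured by HTRF TR-FRET. Normalized to buffer and 29 nM porcine relaxin; EC50 by Hill fit.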
LDHA inh – blocks human lactate dehydrogenase A. P00338. purified LDHA, NADH/diaphorase-resazurin fluorescence; hits give low values. activity change, % (values are at about 110 or 230 µM). 480,000 compounds, 0.15% hits. AID 1347041; in the data active = activity change below about -30%; inconclusive = mostly about -25% to -30%;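 note: plate controls were DMSO wells for no effect and wells without enzyme for full effect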
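Human LDH5 (2 nM) was incubated with 0.06 mM NADH and 0.2 mM pyruvate for 5 min at room temperature in Tris pH 7.4. Remaining NADH was coupled through diaphorase/resazurin, and resorufin fluorescence was read at 0 and 20 min.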
D2 PAM – positive allosteric modulators of human D2 dopamine receptor. P14416. HEK293 T-REx D2, calcium flux, EC20 dopamine potentiation. potentiation, % at 10 µM. 340,000 compounds, 0.34% hits;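 active = potentiation over 3 SD above the plate norm, cut at about 30% in these data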; note: 0% is about no effect
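Tetracycline-induced Hek293 Trex D2 cells, force-coupled to calcium, loaded with no-wash calcium dye. Compound added with 180 s kinetic read for agonism, then EC20 dopamine and a further 180 s read for potentiation.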
Glioma ERSR ind – induces the endoplasmic reticulum stress response in human glioma cells. U87-MG GRP78 promoter luciferase reporter, 16 h. Potency, µM, without a hit: top-dose activation, most hits filed as activators. 420,000 compounds, 0.02% hits. AID 602332; note: potency is the fitted concentration of half-maximal effect; series mostly up to about 76 µM; % of control where 0% means no effect; nearly all actives have a fitted effect of over 35% in size
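ERSR induction read as luciferase luminescence (Bright-Glo, 10 min at room temperature) in stably transfected human U87-MG glioma cells exposed to compounds for 16 h, using GRP78 as sensor.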
Vif-A3G inh – inhibitors of Vif-APOBEC3G interaction | Q9HC16 | HeLa A3G-eYFP + Vif (tagged APOBEC3G with the HIV-1 protein that degrades it), YFP fluorescence, overnight | Potency, µM (series often up to 46.1 µM), without a hit: at the highest dose activity, negative = active, hits mostly inhibitors | 410,000 compounds, 0.076% hits | AID 602310;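 note: potency is the fitted concentration of half-maximal effect; % is set by controls: 0 for no effect and ±100 for the full control effect; nearly all actives have a fitted effect of over 60% in size; hits raise eYFP signal because A3G escapes Vif-driven loss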
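Read-out is eYFP fluorescence (Ex 488/Em 500-530) from Vif-expressing HeLa A3G-eYFP cells; more signal means A3G escaped Vif-mediated degradation. Cells plated overnight, compound pinned in, incubated overnight at 37 deg C.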
Vif-APOBEC3F blk – inhibitors of Vif-A3F interaction; HeLa A3F-eYFP + Vif (tagged APOBEC3F with the HIV-1 protein that degrades it), YFP fluorescence increase; 390,000 compounds, 0.2% hits; Potency, µM (series often up to 46.1 µM), without a hit: at the top dose activity, negative = active; note: potency is the fitted concentration of half-maximal effect; % of control where 0% means no effect; nearly all actives have a fitted effect of over 65% in size
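HeLa cells stably expressing A3F-eYFP plus Vif, plated and incubated overnight at 37 deg C, then exposed to compounds overnight at 37 deg C. Blocked degradation read as raised yellow fluorescence (Ex 488/Em 500-530).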
D1 potentiator – potentiators of human D1 dopamine receptor; P21728; HEK293 TREx D1 cells, calcium flux, dopamine EC20 potentiation; potentiation, % at 10 µM; 360,000 compounds, 0.036% hits; in the data active = potentiation above about 30%; note: 0% is about no effect
D1 agonist – human D1 receptor agonism. activation, % at 2 µM. AID 504660. 360,000 compounds, 1% hits. HEK293 T-REx D1 cells, calcium flux, agonist mode. P21728; in the data active = activation above about 30%; note: 0% is about no effect
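Agonism was scored from calcium flux recorded over 180 s (1 read/s) after pintool compound addition, following a 10-cycle baseline. Cells were inducible force-coupled HEK293 TREx D1, plated overnight at 30 C and loaded with no-wash calcium dye.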
The depositor's hits bear a star; ? = inconclusive; . = not tested or not shown; & = joins results of further samples. Unless noted, calls come from the whole dose curve; as a rule, active = well fitted curve in the direction sought with a large enough effect; inconclusive = small, poorly fitted or top-dose-only effect, or another doubt; inactive = no such curve, though single readings can be large; an effect the other way counts as inactive or inconclusive.

SMILES | D1 antagonist | RXFP1 ag | LDHA inh | D2 PAM | Glioma ERSR ind | Vif-A3G inh | Vif-APOBEC3F blk | D1 potentiator | D1 agonist
CC1=NN(C(=O)c2ccc(Cn3cc([N+](=O)[O-])cn3)cc2)C(O)(C(F)(F)F)C1 (centres undefined) | 7 | 0.8% | -4 | 6 | -3% | 1% | -20% | -7 | 42*
O=C(Cn1c2ccccc2c(=O)c2ccccc21)Nc1ccccc1F | 9 | 1.1% | -11 | -7 | -2% | -1% | -2% | -6 | 4
O=c1oc2ccccc2c(Nc2ccc(O)cc2)c1[N+](=O)[O-] | 1 | -1.7% | 10 | -5 | -2% | ? | 1% | -1 | 0
O=C(Nc1nc2ccc(F)cc2s1)C1CCN(S(=O)(=O)c2cc([N+](=O)[O-])ccc2Cl)CC1 | -15 | 1.4% | 21 | -2 | -2% | 4% | 4% | -7 | 4
C=CCNC(=O)c1cc(-c2ccccc2O)on1 | 26 | 3.2% | 2 | -3 | 7% | -4% | 1% | 4 | -3
Cc1cc(C)c(OCC(=O)Nc2ccccc2N2CCCCC2)c(C)c1 | 4 | -0.7% | 0 | 1 | -5% | 1% | -14% | 1 | 6
CCc1sc(C(=O)Nc2cccc(-n3cnnn3)c2)cc1C | 2 | 0.3% | -1 | -6 | -5% | 0% | 6% | -9 | 1
O=C1CCN(Cc2ccccc2)CCN1[C@H](COc1ccccc1)c1ccccc1 | 3 | -0.9% | -2 | 4 | -6%&-4% | 0%&1% | -1% | -3 | 3
COc1ccc(N2CC(NC(=O)N3CCc4ccccc43)CC2=O)cc1OC (centres undefined) | -22 | 1.8% | -6 | -14 | -1% | 1% | -2% | -7 | 3
Cc1ccc(NC(N)=S)cc1C | -4 | -1.5% | -6 | -6 | -4% | 1% | -8% | -9 | 0
CCc1ccc(OCC(=O)Nc2ccc(-c3nc4ccccc4o3)c(O)c2)cc1 | 11 | 30% | 0 | . | 2% | -17% | -14% | -3 | 6
CCN(CC)CCCNc1oc(-c2cccc(Cl)c2)nc1C#N | 0 | 4.5% | -3 | . | -6% | 2% | -9% | -12 | 20
C=CCn1c(SCC(=O)N2CCc3ccccc3C2)nnc1-c1ccncc1 | -8 | -0.3% | -8 | 5 | -4% | 3% | 13% | 3 | 0
COc1ccc(C(C(=O)NCc2ccccc2)N(Cc2cccnc2)C(=O)c2snc(C(N)=O)c2N)cc1OC (centres undefined) | 3 | -1.9% | -5 | 0 | -2% | -3% | -12% | -4 | 5
O=C1CC(c2cc(-c3ccccc3)no2)C1 | -1 | -2.4% | -9 | -3 | 0% | -2% | -3% | -6 | 2
O=C1C2C(C(=O)N1Cc1cccnc1)C1C=CC2C12CC2 (centres undefined) | 1 | -0.6% | -3 | 6 | -4% | 5% | 2% | 2 | 1
CN(C(=O)COC(=O)c1cccc(S(=O)(=O)N2CCOCC2)c1)C1CCS(=O)(=O)C1 (centres undefined) | 1 | -0.2% | 1 | -5 | -4% | -1% | -28% | -3 | 4
CC(=O)N/C(=C/c1ccc(OC(F)F)cc1)C(=O)O | -6 | 1.0% | -3 | -2 | -2% | 4% | -8% | 5 | 1
CCN(CC)C(=O)c1ccccc1NC(=O)c1ccccc1SC | 5 | 0.3% | -1 | 0 | 5% | 3% | 8% | -2 | 3
Cc1cccc(-n2ncc3c(NNC(=O)c4ccco4)ncnc32)c1 | 20 | 1.1% | 0 | -8 | -1% | -18% | -3% | -2 | 3
COC(=O)c1ccc(CN2CCN(CCc3ccccc3)C(CCO)C2)cc1 (centres undefined) | -9 | -0.2% | -6 | 2 | -5% | -8% | -12% | -3 | 0
Cc1cccc(CN(C)C[C@H]2OCc3cnnn3CCCC(=O)N([C@@H](C)CO)C[C@@H]2C)c1 | . | . | -8 | . | -4% | 1% | -10% | . | .
Cc1cc(C)n(-c2c(F)c(F)c(CN3CCOCC3)c(F)c2F)n1 | -7 | 2.5% | -6 | 11 | -7% | -1% | -1% | 1 | 2
Cc1occc1C(=O)NNC(=S)NCC(C)C | 1 | 2.6% | -5 | 0 | 0% | -1% | -12% | -2 | 0
O=C(COc1ccccc1)NCCc1cn2ccsc2n1 | 0 | 0.0% | -12 | -6 | -1% | 2% | 4% | 1 | 2
Cc1ccccc1C(=O)Nc1ccc(C(=O)N/N=C/c2ccccn2)cc1 | 0 | -2.7% | -2 | -7 | -3% | -10% | -6% | -4 | 5
O=C(NCCC1=CCCCC1)c1ccc(Cl)c(S(=O)(=O)N2CCOCC2)c1 | -5 | 0.5% | -5 | 16 | 1% | 1% | -3% | 1 | 7
CCOC(=O)c1ccc(S(=O)(=O)Nc2cc(S(=O)(=O)Nc3ccc(OC)cc3)ccc2O)cc1 | . | . | 9 | . | -1% | 1% | 3% | . | .
COc1cc(C(=O)Nc2ccc(C)cn2)c([N+](=O)[O-])cc1OC | 2 | 0.7% | 9 | 1 | -3% | 0% | -4% | 3 | 1
O=S(=O)(Nc1cccc2cccnc12)c1cccs1 | 6 | . | 9 | . | -11% | ? | . | -7 | -1
CC(C)n1c(SCC(=O)N2CCCC2)nc2c1c(=O)n(C)c(=O)n2C | -2 | 10.0% | 0 | -2 | -1% | 0% | -10% | 0 | 3
Cc1ccc(C(=O)/C=C/c2ccccc2)o1 | 3 | 1.7% | 0 | -1 | ? | -9% | -9% | 4 | 0
CCn1cc(C(=O)N2CCN(c3ccc(OC)cc3)CC2)c(=O)c2cc(S(=O)(=O)N3CCOCC3)ccc21 | -8&-27 | 0.2%&2.0% | 0&2 | -1&16 | -3%&-2% | 1%&6% | 0%&-1% | -5&-2 | 3&-2
COc1ccccc1NC(=O)C1CCC(CNS(=O)(=O)c2ccc3c(c2)CC(C)N3C(C)=O)CC1 (centres undefined) | 9 | 0.5% | -2 | 3 | -2% | -3% | 1% | -4 | 1
CC(C)C(C)NC(=O)COC(=O)/C=C/c1ccc(S(=O)(=O)N2CCc3ccccc32)cc1 (centres undefined) | 5 | 0.6% | -12 | -5 | -4% | 6% | 12% | -7 | 1
Cn1c(C(C#N)C(=O)c2sc3ccccc3c2Cl)nc2ccccc21 (centres undefined) | 6 | 0.1% | 7 | 13 | -2% | -1% | 1% | 5 | 2
CCCn1nc(NC(C)=O)c2cc3cccc(C)c3nc21 | 1 | 9.3% | -3 | -1 | . | -1% | 1% | -1 | 2
CC(C)CC1NC(=O)c2cccnc2-n2c1nc1cc(F)c(F)cc1c2=O (centres undefined) | . | . | -3 | . | -4% | 2% | -13% | . | .
CNc1nnc(-c2ccc(N(C)C)cc2)s1 | -13 | 4.2% | 1 | . | -9% | 4% | 0% | -2 | -1
Cc1cc(C)c(S(=O)(=O)N(C)CC(=O)N2CCCC2)c(C)c1 | . | . | -11 | . | -5% | -1% | -1% | . | .
COc1cc(OC)cc(C(=O)NNC(=O)c2ccc(-n3cncn3)c([N+](=O)[O-])c2)c1 | 13 | 1.3% | -10 | 9 | 3% | -1% | -9% | 6 | 6
O=C(Nc1ccc(Cc2ccncc2)cc1)C1CCC(N2C(=O)C3CCCCC3C2=O)CC1 (centres undefined) | -39* | -0.5% | -1 | -9 | -3% | 9% | 10% | -6 | 9
Cc1cc(C)c(S(=O)(=O)c2cccc(Cl)c2)c(Cl)n1 | -2 | 2.4% | -7 | 12 | -3% | 2% | 0% | -2 | 3
CC1CCCC(NC(=O)CCS(=O)(=O)c2cc3c(cc2Cl)NC(=O)CO3)C1C (centres undefined) | -16 | -1.6% | 3 | 13 | -3% | -1% | 6% | -6 | 0
CCN1C[C@@H]2[C@@H]3C(=O)N(C)C(=O)[C@@H]3[C@](CC)(C1=O)N2C(=O)c1ccc(Cl)cc1 | . | . | 1 | . | -7% | 0% | 0% | . | .
CC(=O)c1cc2c(cc1NC(=O)Nc1cccc(Cl)c1)OCCO2 | 0 | 0.1% | -1 | . | 3% | -8% | -11% | -4 | 1
CCOc1ccc2[nH]c3c(NCCN(CC)CC)ncnc3c2c1 | -8 | 6.8% | 2 | -5 | -1% | 2% | ? | -4 | 1

Gathered by group, the entries above with fluorine
SMILES | D1 antagonist | RXFP1 ag | LDHA inh | D2 PAM | Glioma ERSR ind | Vif-A3G inh | Vif-APOBEC3F blk | D1 potentiator | D1 agonist
CC1=NN(C(=O)c2ccc(Cn3cc([N+](=O)[O-])cn3)cc2)C(O)(C(F)(F)F)C1 (centres undefined) | 7 | 0.8% | -4 | 6 | -3% | 1% | -20% | -7 | 42*
O=C(Cn1c2ccccc2c(=O)c2ccccc21)Nc1ccccc1F | 9 | 1.1% | -11 | -7 | -2% | -1% | -2% | -6 | 4
O=C(Nc1nc2ccc(F)cc2s1)C1CCN(S(=O)(=O)c2cc([N+](=O)[O-])ccc2Cl)CC1 | -15 | 1.4% | 21 | -2 | -2% | 4% | 4% | -7 | 4
CC(=O)N/C(=C/c1ccc(OC(F)F)cc1)C(=O)O | -6 | 1.0% | -3 | -2 | -2% | 4% | -8% | 5 | 1
Cc1cc(C)n(-c2c(F)c(F)c(CN3CCOCC3)c(F)c2F)n1 | -7 | 2.5% | -6 | 11 | -7% | -1% | -1% | 1 | 2
CC(C)CC1NC(=O)c2cccnc2-n2c1nc1cc(F)c(F)cc1c2=O (centres undefined) | . | . | -3 | . | -4% | 2% | -13% | . | .

This is a subset. The share of hits here may be higher or lower than overall.
